Screening data deposited in PubChem by Broad Institute.
TcdB inh = TcdB glycohydrolase inhibitors, primary screen, biochemical, single point, plate reader. Toxin B (Clostridioides difficile), P18177. inhibition, % at 9.99 µM. actives 0.24% (n = 350,000). TcdB glycohydrolase enzymatic assay; in the data active = inhibition above about 10%
Target sequence (P18177 whole entry, looked up): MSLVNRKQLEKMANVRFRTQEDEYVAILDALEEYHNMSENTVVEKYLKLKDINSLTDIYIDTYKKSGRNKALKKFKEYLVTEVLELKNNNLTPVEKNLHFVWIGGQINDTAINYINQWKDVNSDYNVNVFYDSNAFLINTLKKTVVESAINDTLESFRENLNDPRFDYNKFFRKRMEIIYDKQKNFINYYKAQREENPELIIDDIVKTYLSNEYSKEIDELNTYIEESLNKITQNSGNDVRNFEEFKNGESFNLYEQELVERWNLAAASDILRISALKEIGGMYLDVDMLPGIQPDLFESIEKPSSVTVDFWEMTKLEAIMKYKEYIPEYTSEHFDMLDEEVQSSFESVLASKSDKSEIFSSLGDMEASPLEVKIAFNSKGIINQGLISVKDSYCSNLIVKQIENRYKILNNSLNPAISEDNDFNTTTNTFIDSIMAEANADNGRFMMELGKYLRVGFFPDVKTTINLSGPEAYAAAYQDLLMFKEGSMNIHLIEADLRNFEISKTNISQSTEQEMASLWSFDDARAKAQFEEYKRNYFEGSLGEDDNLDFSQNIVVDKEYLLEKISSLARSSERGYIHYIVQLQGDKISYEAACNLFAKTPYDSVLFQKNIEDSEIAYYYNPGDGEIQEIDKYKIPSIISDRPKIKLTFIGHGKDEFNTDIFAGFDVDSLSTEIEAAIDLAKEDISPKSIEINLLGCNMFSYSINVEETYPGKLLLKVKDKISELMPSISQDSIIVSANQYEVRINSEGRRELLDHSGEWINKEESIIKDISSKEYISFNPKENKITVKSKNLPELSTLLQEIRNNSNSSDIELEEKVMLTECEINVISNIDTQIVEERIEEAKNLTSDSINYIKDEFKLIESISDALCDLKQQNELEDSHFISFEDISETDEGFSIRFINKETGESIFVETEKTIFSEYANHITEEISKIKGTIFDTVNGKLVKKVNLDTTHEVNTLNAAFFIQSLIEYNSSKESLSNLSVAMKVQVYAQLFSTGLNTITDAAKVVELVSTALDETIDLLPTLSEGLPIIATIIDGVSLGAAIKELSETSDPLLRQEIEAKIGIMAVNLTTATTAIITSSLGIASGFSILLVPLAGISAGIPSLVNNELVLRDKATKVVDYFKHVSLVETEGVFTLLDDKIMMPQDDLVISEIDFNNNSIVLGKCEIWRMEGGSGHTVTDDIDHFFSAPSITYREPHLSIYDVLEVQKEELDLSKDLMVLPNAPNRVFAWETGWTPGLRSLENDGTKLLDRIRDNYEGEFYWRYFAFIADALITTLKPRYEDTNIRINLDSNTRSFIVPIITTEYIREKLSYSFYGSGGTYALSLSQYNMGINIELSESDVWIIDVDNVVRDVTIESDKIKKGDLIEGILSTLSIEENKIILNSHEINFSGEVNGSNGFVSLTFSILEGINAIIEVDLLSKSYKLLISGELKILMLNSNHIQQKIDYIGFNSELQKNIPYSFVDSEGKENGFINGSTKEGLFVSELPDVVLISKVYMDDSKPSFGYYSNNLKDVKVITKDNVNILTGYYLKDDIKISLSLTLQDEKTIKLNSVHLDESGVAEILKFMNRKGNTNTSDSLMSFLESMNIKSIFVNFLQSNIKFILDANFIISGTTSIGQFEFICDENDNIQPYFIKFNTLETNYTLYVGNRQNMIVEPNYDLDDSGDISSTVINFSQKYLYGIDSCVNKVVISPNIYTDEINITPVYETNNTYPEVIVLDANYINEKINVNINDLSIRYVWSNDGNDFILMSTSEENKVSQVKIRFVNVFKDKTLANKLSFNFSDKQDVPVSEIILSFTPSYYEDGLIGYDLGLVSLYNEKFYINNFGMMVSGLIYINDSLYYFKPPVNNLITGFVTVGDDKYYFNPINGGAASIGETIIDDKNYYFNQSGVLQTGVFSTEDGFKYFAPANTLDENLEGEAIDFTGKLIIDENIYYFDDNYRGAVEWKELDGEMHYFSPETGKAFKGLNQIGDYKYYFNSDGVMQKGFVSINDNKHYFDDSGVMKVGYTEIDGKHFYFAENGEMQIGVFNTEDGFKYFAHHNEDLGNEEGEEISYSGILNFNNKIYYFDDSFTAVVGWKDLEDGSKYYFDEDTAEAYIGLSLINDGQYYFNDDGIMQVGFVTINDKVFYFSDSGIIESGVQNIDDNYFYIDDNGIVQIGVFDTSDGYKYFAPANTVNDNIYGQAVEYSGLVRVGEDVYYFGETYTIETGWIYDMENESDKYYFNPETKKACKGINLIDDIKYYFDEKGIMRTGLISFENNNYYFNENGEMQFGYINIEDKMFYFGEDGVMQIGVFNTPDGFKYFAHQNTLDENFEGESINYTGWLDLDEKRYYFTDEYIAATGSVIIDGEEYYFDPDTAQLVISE
Starred values were filed as active, the others as inactive. Some of the compounds tested. The share of hits here may be higher or lower than overall.

mol | TcdB inh
O=C(O)C[C@@H]1C[C@@H]2c3cc(NS(=O)(=O)c4ccccc4)ccc3O[C@@H]2[C@H](CO)O1 | -1.5
C[C@@H]1CN([C@H](C)CO)C(=O)CCCn2cc(nn2)CO[C@H]1CN(C)C(=O)Nc1ccc(N2CCN(C)CC2)cc1 | -3.2
Cc1ccccc1S(=O)(=O)N1CC[C@@H]2[C@@H](CO)Nc3ccc(C#Cc4ccccc4)cc3[C@@H]21 | 1.3
C[C@H]1CN([C@@H](C)CO)C(=O)c2cc(NS(=O)(=O)c3cccs3)ccc2O[C@@H]1CN(C)S(=O)(=O)c1ccc(F)cc1 | -0.4
CCCNC(=O)N1[C@H](CO)[C@@H](c2ccccc2C2=CCCC2)[C@@H]1C#N | -7.8
O=C(C[C@H]1C[C@@H]2c3cc(NC(=O)Nc4ccccc4)ccc3O[C@@H]2[C@H](CO)O1)NC1CCCC1 | -0.3
CO[C@@H]1CN(C)C(=O)c2cc(NC(=O)c3cnccn3)ccc2OC[C@@H](C)N(C(C)=O)C[C@H]1C | 1.2
C[C@@H]1CN([C@@H](C)CO)C(=O)Cc2cc(NC(=O)Cn3cnnn3)ccc2O[C@H]1CN(C)Cc1ccc2c(c1)OCO2 | -0.7

The listing continues.
mol | TcdB inh
C[C@@H]1CCCCO[C@@H](CN(C)S(=O)(=O)c2ccc(Cl)cc2)[C@H](C)CN([C@@H](C)CO)C(=O)c2cc(NS(=O)(=O)c3cccs3)ccc2O1 | 0.4
COCC(=O)N1C[C@H](C)[C@@H](OC)CN(C)C(=O)c2cc(NC(=O)Nc3cccc(F)c3)ccc2OC[C@@H]1C | 0.2
COC(=O)[C@@H]1[C@@H](CO)[C@@H]2Cn3c(ccc(-c4ccncc4)c3=O)[C@H]1N2S(=O)(=O)c1ccccc1F | 0.2
Cc1ccc(-c2cnc3c(c2)C(=O)N([C@H](C)CO)C[C@@H](C)[C@H](CN(C)CC2CCCC2)O3)cc1 | 1.5
O=C(Nc1ccc(C(F)(F)F)cc1)N1[C@@H]2CNC[C@H]1C2c1ccc(-c2ccccc2F)cc1 (stereo partly specified) | 0.4
O=S(=O)(c1ccccc1)N1C[C@H]2[C@@H](c3ccccc31)[C@@H](CO)N2Cc1ccc2c(c1)OCO2 | 0.6
CO[C@@H]1CN(C)C(=O)c2ccc(NC(=O)c3ccno3)cc2OC[C@H](C)N(S(C)(=O)=O)C[C@H]1C | -0.4
O=C(NCC[C@@H]1CC[C@@H](NS(=O)(=O)c2cccc(F)c2)[C@H](CO)O1)C1CCCCC1 | 0.0

Following part
mol | TcdB inh
CCCC(=O)Nc1ccc2c(c1)C(=O)N(C)C[C@H](OC)[C@H](C)CN(C(=O)c1cnccn1)[C@H](C)CO2 | 0.9
CO[C@H]1CN(C)C(=O)c2ccc(NC(C)=O)cc2OC[C@H](C)N(CCC(F)(F)F)C[C@H]1C | 0.4
CO[C@@H]1CC[C@@H]2CCOc3c(C#N)cccc3C(=O)N(C)C[C@H](c3ccccc3)CC(=O)N(C)C[C@@H]1O2 | 0.2
O=C(NCC[C@@H]1CC[C@@H](NC(=O)c2ccccc2F)[C@H](CO)O1)c1cnccn1 | 0.1
CN1C(=O)c2cc(NC(=O)c3ccc(F)cc3)ccc2OC[C@H]2O[C@H](CC(=O)O)CC[C@H]21 | 0.8
CNC[C@H]1Oc2ccc(NC(=O)C3CCCCC3)cc2C(=O)N([C@@H](C)CO)C[C@H]1C | 0.8
CN(C)C(=O)C[C@H]1C[C@@H]2c3cc(NC(=O)Nc4ccc(C(F)(F)F)cc4)ccc3O[C@@H]2[C@H](CO)O1 | -0.5
O=C(NCC[C@@H]1CC[C@H](NS(=O)(=O)c2ccc(Cl)cc2)[C@@H](CO)O1)c1ccc2c(c1)OCO2 | -0.5

Part of the list above, field by field.
> O=C(NCC[C@@H]1CC[C@H](NS(=O)(=O)c2ccc(Cl)cc2)[C@@H](CO)O1)c1ccc2c(c1)OCO2
  TcdB inh: -0.5

> CO[C@H]1CN(C)C(=O)c2ccc(NC(C)=O)cc2OC[C@H](C)N(CCC(F)(F)F)C[C@H]1C
  TcdB inh: 0.4

> CO[C@@H]1CC[C@@H]2CCOc3c(C#N)cccc3C(=O)N(C)C[C@H](c3ccccc3)CC(=O)N(C)C[C@@H]1O2
  TcdB inh: 0.2

> CNC[C@H]1Oc2ccc(NC(=O)C3CCCCC3)cc2C(=O)N([C@@H](C)CO)C[C@H]1C
  TcdB inh: 0.8

Further results
mol | TcdB inh
Cc1ccc(S(=O)(=O)Nc2cccc3c2O[C@H](CN(C)Cc2ccc(-c4ccccc4)cc2)[C@H](C)CN([C@H](C)CO)C3=O)cc1 | -1.3
C[C@@H]1CN([C@H](C)CO)S(=O)(=O)c2ccc(C3=CCCCC3)cc2O[C@@H]1CN(C)C(=O)C1CCC1 | -0.8
O=C(O)C[C@H]1C[C@H]2c3cc(NC(=O)C4CCC4)ccc3O[C@H]2[C@H](CO)O1 | -0.2
CC1=C([C@H](O)c2ccccc2)[C@H](CO)n2c(=O)n(-c3ccccc3)c(=O)n2C1 | 0.9
C[C@H]1CN([C@@H](C)CO)C(=O)c2cc(Br)cnc2O[C@@H]1CN(C)Cc1ccccc1 | -0.5
CN(C)Cc1cn(CC[C@H]2CC[C@@H](NS(=O)(=O)c3ccc(-c4ccccc4)cc3)[C@@H](CO)O2)nn1 | -0.3
O=C(O)[C@H]1[C@H](CO)[C@H]2Cn3c(ccc(-c4ccccc4F)c3=O)[C@H]2N1C(=O)c1cnccn1 | -1.3
C[C@H](CO)N1C[C@H](C)[C@H](CN(C)C(=O)NC2CCCC2)Oc2cc(-c3cncnc3)ccc2S1(=O)=O | 0.7

The results go on:
mol | TcdB inh
CO[C@@H]1CN(C)C(=O)c2ccc(NC(C)=O)cc2OC[C@H](C)N(C(=O)Cc2cccnc2)C[C@@H]1C | 0.2
O=C(N[C@H]1C=C[C@@H](CC(=O)N2CCc3ccccc3C2)O[C@@H]1CO)C1CC1 | -2.8
CC(=O)N1CC2(C1)[C@H](c1ccc(-c3ccccc3C)cc1)[C@H](CO)N2C(C)=O | -1.2
C[C@@H]1CN([C@H](C)CO)C(=O)c2cc(C#CCN(C)C)cnc2O[C@H]1CN(C)C(=O)Cc1ccccc1 | 0.6
CCNC(=O)C[C@H]1CC[C@H]2[C@@H](COc3ccc(NC(=O)c4ccc(F)c(F)c4)cc3C(=O)N2C)O1 | 0.4
COc1cccc(-c2ccc([C@@H]3[C@@H](CO)N4C(=O)CN(C(=O)c5ccncc5)C[C@H]34)cc2)c1 | 0.3
C[C@H](CO)N1C[C@H](C)[C@@H](CN(C)C(=O)Nc2ccc3c(c2)OCO3)Oc2ccc(NC(=O)Nc3ccccc3)cc2CC1=O | -1.0
C[C@@H]1CN([C@H](C)CO)C(=O)c2cc(NC(=O)Cc3ccccc3)ccc2O[C@H]1CN(C)Cc1ccc(C(=O)O)cc1 | -0.1

Remaining list, next part
mol | TcdB inh
C[C@@H]1CN([C@@H](C)CO)C(=O)c2cc(NC(=O)Nc3ccccc3)ccc2O[C@@H](C)CCCCO[C@@H]1CN(C)S(=O)(=O)c1ccc(Cl)cc1 | 1.9
Cc1noc(C)c1S(=O)(=O)Nc1ccc2c(c1)C(=O)N([C@@H](C)CO)C[C@H](C)[C@@H](CN(C)C(=O)Nc1cccc3ccccc13)OCCCC[C@H](C)O2 | -0.6
CNC(=O)C[C@H]1CC[C@H]2[C@H](COc3ccc(NC(=O)c4ccccc4OC)cc3C(=O)N2C)O1 | 1.7
C[C@H]1CN([C@@H](C)CO)C(=O)c2cc(NC(=O)Nc3ccc4c(c3)OCO4)ccc2O[C@@H]1CN(C)Cc1ccc2c(c1)OCO2 | 0.5
Cc1ccccc1-c1cnc2c(c1)C(=O)N([C@@H](C)CO)C[C@H](C)[C@@H](CN(C)C(=O)c1ccc(F)cc1)O2 | 1.8
Cc1ccc(S(=O)(=O)N[C@@H]2CC[C@H](CC(=O)NCCc3ccncc3)O[C@H]2CO)cc1 | -0.7
C[C@@H]1CCCCO[C@H](CN(C)C(=O)NC2CCCCC2)[C@H](C)CN([C@@H](C)CO)C(=O)c2cc(NC(=O)Cc3ccccc3)ccc2O1 | -0.4
CCCNC(=O)N1C[C@@H](O)COC[C@H]2O[C@@H](CC(=O)N3CCCCC3)CC[C@@H]21 | 0.0

Later entries
mol | TcdB inh
COc1ccc(NC(=O)N(C)C[C@@H]2Oc3c(NC(=O)C4CCCCC4)cccc3C(=O)N([C@@H](C)CO)C[C@@H]2C)cc1 | 1.3
O=C1N(Cc2ccccc2)Cc2ccccc2[C@H]2OC(c3ccc(OCCCO)cc3)=N[C@@]12CCS(=O)(=O)c1ccccc1 | -1.8
C[C@H]1CN([C@@H](C)CO)C(=O)c2cc(-c3cccc(F)c3)cnc2O[C@@H]1CN(C)C(=O)C1CCC1 | -0.7
O=C(C[C@H]1CC[C@@H](NC(=O)c2cnccn2)[C@H](CO)O1)NCc1ccccc1F | -0.6
COc1ccc(-c2cnc3c(c2)C(=O)N([C@@H](C)CO)C[C@@H](C)[C@@H](CN(C)C)O3)cc1 | -1.7
CC(C)CC#Cc1ccc([C@@H]2[C@@H](CO)N3C(=O)CN(C(=O)c4cccc(F)c4)C[C@H]23)cc1 | 1.5
C[C@@H]1CN([C@@H](C)CO)S(=O)(=O)c2ccc(C3=CCCC3)cc2O[C@@H]1CN(C)C(=O)c1cccnc1 | 0.0
Cc1ccc(S(=O)(=O)N(C)C[C@H]2Oc3c(NC(=O)C4CCCCC4)cccc3C(=O)N([C@@H](C)CO)C[C@H]2C)cc1 | -5.1

For convenience, some entries already given:
mol | TcdB inh
CC(C)CC#Cc1ccc([C@@H]2[C@@H](CO)N3C(=O)CN(C(=O)c4cccc(F)c4)C[C@H]23)cc1 | 1.5
C[C@@H]1CN([C@@H](C)CO)S(=O)(=O)c2ccc(C3=CCCC3)cc2O[C@@H]1CN(C)C(=O)c1cccnc1 | 0.0
Cc1ccc(S(=O)(=O)N(C)C[C@H]2Oc3c(NC(=O)C4CCCCC4)cccc3C(=O)N([C@@H](C)CO)C[C@H]2C)cc1 | -5.1

More records follow.
mol | TcdB inh
Cc1noc(C)c1S(=O)(=O)N(C)C[C@@H]1Oc2ccc(NC(=O)C3CCCCC3)cc2CC(=O)N([C@H](C)CO)C[C@H]1C | 0.3
C[C@H]1CCCCO[C@@H](CN(C)Cc2ccc3c(c2)OCO3)[C@@H](C)CN([C@@H](C)CO)C(=O)c2cc(NC(=O)C3CCCCC3)ccc2O1 | -0.6
COc1ccc2c3c(n(C)c2c1)[C@@H](CO)N(C)CC31CCN(C(=O)c2ccc3c(c2)OCO3)CC1 | -0.2
COc1ccc(-c2ccc3c(c2)[C@@H]2[C@@H](CCN2C(=O)Nc2ccccc2OC)[C@@H](CO)N3C)cc1 | 1.3
C[C@@H]1CN([C@H](C)CO)S(=O)(=O)c2ccc(-c3ccccc3F)cc2O[C@@H]1CN(C)Cc1ccncc1 | 0.3
CC(=O)N(C)C[C@@H]1Oc2ncc(/C=C/c3ccccc3)cc2C(=O)N([C@@H](C)CO)C[C@H]1C | 0.6
COc1ccc2c3c(n(C)c2c1)[C@H](CO)N(C(C)=O)CC31CCN(C(=O)c2cnccn2)CC1 | -0.3
CN1CCN(C(=O)C[C@H]2C=C[C@H](NS(=O)(=O)c3cccc(F)c3)[C@@H](CO)O2)CC1 | 0.9

Next structures:
mol | TcdB inh
O=C(Nc1cccc(Cl)c1)N1C[C@@H]2[C@H](c3ccccc31)[C@@H](CO)N2C(=O)C1CC1 | -0.7
CN(C)CC#Cc1ccc([C@H]2[C@@H](CO)N3CCCCN(C(=O)Nc4ccc(F)cc4)C[C@H]23)cc1 | 0.4
COc1ccc(S(=O)(=O)N(C)C[C@H]2OCCCC[C@H](C)Oc3ccc(NC(=O)Nc4cccc5ccccc45)cc3C(=O)N([C@H](C)CO)C[C@@H]2C)cc1 | 0.9
CN(C)CCCNC(=O)[C@@H]1[C@@H](CO)[C@@H]2Cn3c(ccc(C4=CCCCC4)c3=O)[C@H]1N2Cc1cocn1 | 0.3
COc1ccc(CN(C)C[C@H]2Oc3ccc(NC(=O)Cn4cnnn4)cc3C(=O)N([C@H](C)CO)C[C@@H]2C)cc1 | 1.1
C/C=C/c1ccc(C2[C@@H]3CN(Cc4cccc(F)c4)C[C@H]2N3)cc1 (stereo partly specified) | -0.2
CCS(=O)(=O)NCC[C@@H]1CC[C@@H](NC(=O)Nc2cc(Cl)cc(Cl)c2)[C@H](CO)O1 | 0.2
C=CCOC(=O)C(=O)/C=C/c1ccc(F)cc1 | -0.6

Following part.
mol | TcdB inh
CCCNC(=O)N1[C@H](C#N)[C@@H](c2ccccc2-c2ccc(C)cc2)[C@@H]1CO | -1.9
CC=Cc1ccc2n(c1=O)C[C@H]1[C@H](CO)[C@@H](C(=O)Nc3ccc(-c4ccccc4)cc3)[C@@H]2N1C(C)=O (mixture of isomers) | 0.9
CO[C@H]1CN(C)C(=O)c2ccc(NS(C)(=O)=O)cc2OC[C@H](C)N(C(=O)NC(C)C)C[C@@H]1C | -1.0
Cc1ccc(S(=O)(=O)N(C)C[C@@H]2Oc3c(NC(=O)Nc4c(C)noc4C)cccc3C(=O)N([C@@H](C)CO)C[C@H]2C)cc1 | 0.7
C[C@@H]1CCCCO[C@H](CN(C)C(=O)c2ccccc2)[C@H](C)CN([C@@H](C)CO)C(=O)c2cc(NC(=O)Nc3ccc(C(F)(F)F)cc3)ccc2O1 | -0.1
C[C@H]1CN([C@@H](C)CO)S(=O)(=O)c2ccc(-c3cncnc3)cc2O[C@H]1CN(C)C(=O)Cc1ccccc1 | -1.1
COc1ccc(-c2cnc3c(c2)C(=O)N([C@H](C)CO)C[C@@H](C)[C@@H](CN(C)C(=O)C2CCC2)O3)cc1 | 0.2
O=C(C1CCOCC1)N1CC2(C1)[C@@H](c1ccccc1)[C@@H](CO)N2CCC(F)(F)F | 0.7
CC(C)(C)[S@](=O)N1Cc2cc(C(=O)N3CCOCC3)nc(-c3cccc(-c4ccccc4F)c3)c2[C@@H]1CCO | 0.1
CCC(=O)N1CCCCN2[C@@H](CO)[C@H](c3ccc(/C=C/c4ccccc4)cc3)[C@@H]2C1 | 1.3
